Screens (PubChem BioAssay)
Pf Dd2 inh – P. falciparum Dd2 growth inhibition | SYBR Green, 72 h; active compounds read low | activity change, % at 10 µM | actives 2.3% (n = 94,000) | AID 1159554; in the data active means activity change below about -80%; inconclusive means no clear call, values can overlap the other calls
Tcruzi prolif – inhibitors of T. cruzi proliferation | T. cruzi beta-gal in NIH3T3, GalScreen luminescence, 90 h | inhibition, % at 8.34 µM | actives 5.9% (n = 77,000);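 active means mean inhibition above about 93%, with at least 55% of replicates each passing it, limit read from the data, passing the limit was not always enough; inconclusive means only one of those two conditions holds; inactive means neither condition holds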
KDM4C inh – blocks human GASC-1 (KDM4C) demethylase activity; inhibition, % at 12.5 µM; actives 0.15% (n = 96,000); Q9H3R0; GST-KDM4C 2-372, H3K9me3 peptide, LANCE TR-FRET; AID 720574;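 active means mean replicate inhibition above about 25%, with at least 55% of replicates also reaching it, limit read from the data, passing the limit was not always enough; inconclusive means only one of those two conditions met; inactive means neither condition met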
Target sequence (Q9H3R0 2-372 limits assumed): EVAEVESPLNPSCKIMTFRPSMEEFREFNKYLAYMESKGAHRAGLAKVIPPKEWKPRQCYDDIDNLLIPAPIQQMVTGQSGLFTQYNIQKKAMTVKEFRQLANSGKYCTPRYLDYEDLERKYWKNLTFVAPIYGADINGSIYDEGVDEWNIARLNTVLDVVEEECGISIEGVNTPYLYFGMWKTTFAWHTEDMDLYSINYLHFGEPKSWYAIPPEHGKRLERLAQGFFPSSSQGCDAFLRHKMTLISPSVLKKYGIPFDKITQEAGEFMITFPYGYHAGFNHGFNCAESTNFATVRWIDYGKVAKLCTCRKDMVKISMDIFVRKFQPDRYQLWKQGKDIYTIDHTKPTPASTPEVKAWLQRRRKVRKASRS
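Material: N-terminal GST-fused human GASC-1 (KDM4C) fragment, residues 2-372. Input: 10 nM enzyme. Incubation: enzyme reaction 30 min, then detection 60 min, both room temperature. Doses: one test concentration per compound. Read-out basis: inhibition from TR-FRET ratio decrease. Detection: LANCE TR-FRET, excitation 340 nm, emissions 618 and 671 nm.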
C diff growth – C. difficile growth inhibition. actives 0.25% (n = 86,000). Clostridium difficile clinical isolate growth, OD600, 24 h; active compounds read low. growth activity, negative = inhibition, % at 16 µg/mL (by protocol);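 active means mean growth activity at or below -80% and every replicate also at or below -80%; inconclusive means mean at or below -80% but some replicate above -80%; inactive means mean growth activity above -80%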;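 further: 0% = DMSO wells and -100% = levofloxacin 16 µg/mL wells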
Numbers without * were called inactive; ? = inconclusive; . = no result given; & = joins results of further samples. Outcome played no part in choosing rows. About 7.2% of those tested had a hit in this group.

Values in the order – Tcruzi prolif, Pf Dd2 inh, KDM4C inh, C diff growth
COc1ccccc1S(=O)(=O)N[C@H]1C=C[C@H](CC(=O)N2CCOCC2)O[C@H]1CO
 : -43.1, -11.6, -2.4, -1.1
C[C@@H]1CN([C@@H](C)CO)C(=O)CCCn2nncc2CO[C@@H]1CN(C)Cc1ccc(O)cc1
 : -3.4, 4.1, -1.1, .
Cn1cnc(S(=O)(=O)N2C[C@@H](O)COC[C@@H]3O[C@@H](CC(=O)NC4Cc5ccccc5C4)CC[C@H]32)c1
 : 43.0, 12.6, 0.2, -4.2&-7.9
CC(C)NC(=O)Nc1cccc2c1O[C@@H](CN(C)Cc1ccc(Cl)c(Cl)c1)[C@@H](C)CN([C@H](C)CO)C2=O
 : 13.3, -18.3, ., 8.1
CCCNC(=O)C[C@@H]1CC[C@H]2[C@@H](COc3ccc(NC(=O)CC)cc3C(=O)N2C)O1
 : -61.2, 0.3, 0.2, -5.0
CO[C@@H]1CN(C)C(=O)c2ccc(NS(C)(=O)=O)cc2OC[C@@H](C)N(Cc2cncnc2)C[C@H]1C
 : -9.2, 24.7, -1.7, .
CNC[C@H]1OCCCC[C@@H](C)Oc2ccc(NC(=O)Cc3ccccc3)cc2C(=O)N([C@@H](C)CO)C[C@H]1C
 : ?, -0.7, 2.3, 1.8
COc1ccccc1-c1cnc2c(c1)C(=O)N([C@@H](C)CO)C[C@@H](C)[C@@H](CN(C)CC1CCOCC1)O2
 : ., -17.1, -2.6, .
C[C@@H]1CCCCO[C@@H](CN(C)S(C)(=O)=O)[C@@H](C)CN([C@H](C)CO)C(=O)c2cc(NC(=O)Nc3cccc4ccccc34)ccc2O1
 : 2.6, 32.2, 1.6, 2.9
CNC[C@@H]1Oc2ccc(NS(=O)(=O)c3ccc(C)cc3)cc2C(=O)N([C@H](C)CO)C[C@H]1C
 : ., 9.4, 0.4, 4.9
CCCN1C[C@@H](C)[C@H](OC)CN(C)C(=O)c2ccc(NC(=O)C3CCC3)cc2OC[C@@H]1C
 : 7.7, 14.2, -0.4, .
CCCC(=O)Nc1ccc2c(c1)C(=O)N(C)C[C@H](OC)[C@H](C)CN(C(=O)C1CCCC1)[C@H](C)CO2
 : 13.5, 55.8, -1.5, 2.5
COc1ccc2c3c(n(C)c2c1)[C@@H](CO)N(Cc1ccc2c(c1)OCO2)CC31CN(C(=O)c2ccc3c(c2)OCO3)C1
 : ., -85.0*, -1.9, 18.8
C[C@@H]1CN([C@H](C)CO)S(=O)(=O)c2ccc(-c3ccncc3)cc2O[C@H]1CN(C)C(=O)CN(C)C
 : ., -4.9, -1.4, -0.9
C[C@@H]1CN([C@@H](C)CO)C(=O)c2cc(NC(=O)Nc3cccc4ccccc34)ccc2O[C@@H]1CN(C)C(=O)Nc1ccc(F)cc1
 : 2.5, 21.2, -2.8, -2.3
N#C[C@@H]1[C@H](c2ccccc2-c2ccccc2)[C@H](CO)N1c1ncc(-c2ccccc2)s1
 : ., -4.6, -7.9, -11.8
CO[C@@H]1CN(C)C(=O)c2ccc(NC(=O)c3cnccn3)cc2OC[C@H](C)N(CC2CC2)C[C@@H]1C
 : ., 33.1, -0.9, 1.1
Cc1ccc(S(=O)(=O)N(C)C[C@H]2Oc3c(NC(=O)Nc4ccc(F)cc4)cccc3C(=O)N([C@@H](C)CO)C[C@@H]2C)cc1
 : 46.5, -11.7, -1.7, -12.6
O=C(c1cnccn1)N1CC[C@@H]2[C@@H](CO)Nc3ccc(C#Cc4cccnc4)cc3[C@@H]21
 : 18.1, 26.0, 0.6, -5.6
COc1ccc(S(=O)(=O)Nc2ccc3c(c2)C(=O)N([C@H](C)CO)C[C@@H](C)[C@@H](CN(C)S(C)(=O)=O)OCCCC[C@H](C)O3)cc1
 : 23.6, 30.9, 0.2, 5.4
Cc1noc(C)c1S(=O)(=O)Nc1ccc2c(c1)CC(=O)N([C@@H](C)CO)C[C@H](C)[C@H](CN(C)S(=O)(=O)c1cccs1)O2
 : 9.8, -25.3, 0.2, 4.7
COc1ccc(CN(C)C[C@H]2Oc3c(NC(=O)c4nc5ccccc5s4)cccc3C(=O)N([C@H](C)CO)C[C@@H]2C)cc1
 : ?, -16.9, 0.4, -4.9
C[C@@H]1CN([C@@H](C)CO)C(=O)Cc2cc(NC(=O)NC3CCCCC3)ccc2O[C@@H]1CN(C)Cc1ccncc1
 : -21.4, 0.5, -0.9, 0.0
C[C@@H]1CCCCO[C@@H](CN(C)C(=O)NC2CCCCC2)[C@H](C)CN([C@@H](C)CO)C(=O)c2cc(NS(=O)(=O)c3ccc(Cl)cc3)ccc2O1
 : 93.0, -7.0, -0.4, 0.5
C[C@H](CO)N1C[C@H](C)[C@@H](CN(C)Cc2ccncc2)Oc2ccc(NC(=O)Nc3ccc(F)cc3)cc2CC1=O
 : 47.8, -26.3, 1.4, 5.1
CC(C)NC(=O)Nc1ccc2c(c1)C(=O)N(C)[C@H]1CC[C@@H](CC(=O)NCC3CCCCC3)O[C@@H]1CO2
 : -17.0, -11.8, -0.9, 2.3
COc1ccc(NC(=O)N(C)C[C@@H]2Oc3cc(-c4ccc(C)cc4)ccc3S(=O)(=O)N([C@@H](C)CO)C[C@@H]2C)cc1
 : 103.7*, -87.4*, -2.0, 76.9
COc1ccc(S(=O)(=O)N(C)C[C@@H]2Oc3ccc(NC(=O)Cc4cn(C)c5ccccc45)cc3C(=O)N([C@@H](C)CO)C[C@@H]2C)cc1
 : 102.0*, -73.4, -6.9, 5.9
C[C@H]1CN([C@@H](C)CO)C(=O)c2cc(Br)cnc2O[C@@H]1CN(C)C(=O)c1cccnc1
 : 40.2, 23.2, 0.0, 4.0
C[C@@H]1CN([C@@H](C)CO)C(=O)c2cc(NC(=O)CCC(F)(F)F)ccc2O[C@@H](C)CCCCO[C@@H]1CN(C)C(=O)CCCN(C)C
 : -11.0, 51.4, 1.3, -1.3

Single records, as listed above. Screens in order: Tcruzi prolif | Pf Dd2 inh | KDM4C inh | C diff growth
O=C(c1cnccn1)N1CC[C@@H]2[C@@H](CO)Nc3ccc(C#Cc4cccnc4)cc3[C@@H]21 as listed: 18.1 | 26.0 | 0.6 | -5.6
COc1ccc(S(=O)(=O)N(C)C[C@@H]2Oc3ccc(NC(=O)Cc4cn(C)c5ccccc45)cc3C(=O)N([C@@H](C)CO)C[C@@H]2C)cc1 as listed: 102.0* | -73.4 | -6.9 | 5.9

The results go on.
Values in the order – Tcruzi prolif, Pf Dd2 inh, KDM4C inh, C diff growth
C[C@@H]1CN([C@@H](C)CO)C(=O)Cc2cc(NC(=O)Nc3ccc(F)cc3)ccc2O[C@H]1CN(C)Cc1ccc2c(c1)OCO2
 : ., -51.6, 0.3, 2.7
Cc1ccc(S(=O)(=O)Nc2ccc3c(c2)C(=O)N([C@@H](C)CO)C[C@@H](C)[C@@H](CN(C)S(=O)(=O)c2ccc(C)cc2)OCCCC[C@@H](C)O3)cc1
 : 91.3, -56.4, 0.4, .
Cc1ccc(S(=O)(=O)N(C)C[C@H]2OCCCC[C@H](C)Oc3ccc(NS(=O)(=O)c4cccs4)cc3C(=O)N([C@@H](C)CO)C[C@@H]2C)cc1
 : 85.6, -49.9, 0.5, .
C[C@H](CO)N1C[C@H](C)[C@@H](CN(C)Cc2ccccc2F)Oc2ncc(C3=CCCCC3)cc2C1=O
 : -14.7, -24.8, -0.3, -2.2
Cc1ccc(S(=O)(=O)N(C)C[C@H]2Oc3ccc(NC(=O)Nc4ccc5c(c4)OCO5)cc3CC(=O)N([C@H](C)CO)C[C@H]2C)cc1
 : 33.3, 3.9, -1.2, 33.3
COc1ccccc1CNC(=O)C[C@H]1CC[C@H](NC(=O)CN(C)C)[C@@H](CO)O1
 : 32.6, 4.5, -0.8, 3.0
C[C@H]1CCCCO[C@H](CN(C)C(=O)C2CCCCC2)[C@@H](C)CN([C@@H](C)CO)C(=O)c2cc(NS(=O)(=O)c3cn(C)cn3)ccc2O1
 : -8.6, -62.2, -2.1, 2.4
C[C@H](CO)N1C[C@H](C)[C@H](CN(C)C(=O)NC2CCCCC2)Oc2c(NC(=O)Nc3ccc(F)cc3)cccc2C1=O
 : 59.6, -10.3, -1.2, 16.3
O=C(C[C@H]1CC[C@H](NC(=O)c2ccncc2)[C@@H](CO)O1)Nc1ccccc1
 : 34.7, 10.7, -0.4, 8.8
COc1cccc(S(=O)(=O)Nc2ccc3c(c2)[C@@H]2C[C@H](CC(=O)N[C@@H](C)c4ccccc4)O[C@H](CO)[C@@H]2O3)c1
 : ., -15.8, 24.1, -10.5
C[C@@H]1CN([C@H](C)CO)C(=O)c2cc(C#Cc3ccccc3F)cnc2O[C@H]1CN(C)S(=O)(=O)c1ccccc1F
 : 114.3*, -42.8, -0.7, -4.7
COc1ccc(CN(C)C[C@@H]2OCCCC[C@@H](C)Oc3ccc(NS(=O)(=O)c4ccc(OC)cc4)cc3C(=O)N([C@H](C)CO)C[C@H]2C)cc1
 : 34.2, -16.6, -0.4, -1.4
O=C(NCC1CC1)[C@@H]1[C@@H](CO)[C@@H]2Cn3c(ccc(C4=CCCCC4)c3=O)[C@@H]2N1Cc1ccccc1F
 : 94.2, -50.3, 3.7, 16.6
O=C(Nc1ccc2c(c1)OCO2)N[C@@H]1CC[C@H](CCNC(=O)C2CCCC2)O[C@H]1CO
 : ., -0.6, 0.4, -2.1
COc1ccc(CN(C)C[C@H]2OCCCC[C@H](C)Oc3ccc(NS(=O)(=O)c4ccc(F)cc4)cc3C(=O)N([C@@H](C)CO)C[C@@H]2C)cc1
 : 17.2, -51.9, -0.4, 4.8
CCCC#Cc1cnc2c(c1)C(=O)N([C@H](C)CO)C[C@H](C)[C@@H](CN(C)S(=O)(=O)c1cn(C)cn1)O2
 : ., -8.5, 1.0, 0.2
C[C@@H]1CCCCO[C@@H](CN(C)C(=O)Cc2ccccc2)[C@H](C)CN([C@@H](C)CO)C(=O)c2cc(NC(=O)CCCCCC(=O)Nc3ccccc3N)ccc2O1
 : 96.3, -28.2, -0.4, -3.1
C[C@H](CO)N1C[C@H](C)[C@H](CN(C)Cc2ccccc2)Oc2cc(C#CC3CC3)ccc2S1(=O)=O
 : 39.1, -9.7, -0.7, 10.0
CCCN(C)C[C@@H]1Oc2cc(/C=C/c3ccccc3)ccc2S(=O)(=O)N([C@@H](C)CO)C[C@H]1C
 : ., -52.5, -0.3, -5.6
O=C(Nc1cccc(F)c1)N1CC(=O)N2[C@@H](CO)[C@H](c3ccc(Br)cc3)[C@@H]2C1
 : ., 6.7, -2.3, 47.5
C[C@@H]1CN([C@@H](C)CO)C(=O)c2cc(-c3ccc(F)cc3)cnc2O[C@@H]1CN(C)C(=O)Cc1ccccn1
 : ., 33.8, 1.0, -2.1
C[C@H]1CN([C@@H](C)CO)C(=O)c2cccc(NC(=O)c3ccncc3)c2O[C@H]1CN(C)Cc1ccc(C(F)(F)F)cc1
 : 94.0, 4.3, 10.2, 6.0
Cc1ccccc1-c1ccc([C@@H]2[C@@H](CO)N3CCCCN(C(=O)Nc4ccccc4)C[C@@H]23)cc1
 : 70.8, -63.0, -3.0, 47.1
C[C@@H](NC(=O)[C@H]1[C@H](CO)[C@H]2Cn3c(cccc3=O)[C@@H]1N2Cc1ccccc1)c1ccccc1
 : 100.9*, 2.7, -1.0, -4.4
COCCNC(=O)C[C@H]1CC[C@@H]2[C@H](COC[C@@H](O)CN2Cc2ccc(Cl)c(Cl)c2)O1
 : ., 8.9, 1.4, 1.6&-6.1
C[C@@H]1CN([C@@H](C)CO)C(=O)c2cc(NC(=O)NC3CCCCC3)ccc2O[C@@H]1CN(C)CC1CCCCC1
 : ., -5.4, 1.1, 0.4
C[C@@H]1CCCCO[C@@H](CN(C)Cc2ccc(C(=O)O)cc2)[C@H](C)CN([C@H](C)CO)C(=O)c2cc(NC(=O)Nc3cccc4ccccc34)ccc2O1
 : 13.2, 15.8, -0.2, -5.6
Cc1noc(C)c1NC(=O)Nc1cccc2c1O[C@H](CN(C)S(=O)(=O)c1cccs1)[C@@H](C)CN([C@H](C)CO)C2=O
 : -84.5, 4.6, -0.1, .
C[C@@H](NC(=O)[C@H]1[C@H](CO)[C@H]2Cn3c(ccc(C4=CCCC4)c3=O)[C@@H]1N2C(=O)C1CC1)c1ccccc1
 : ., 21.2, 1.6, 9.2
O=C(CCN1CCCCC1)N[C@@H]1CC[C@H](CCn2cc(-c3ccccc3)nn2)O[C@@H]1CO
 : -22.6, 9.0, 1.5, -0.5

(continued)
Values in the order – Tcruzi prolif, Pf Dd2 inh, KDM4C inh, C diff growth
C[C@@H]1CN([C@H](C)CO)C(=O)c2cc(NC(=O)C3CC3)ccc2O[C@H]1CN(C)Cc1ccc(C(=O)Nc2ccccc2N)cc1
 : ., -47.5, 5.3, -2.4
CC(C)NC(=O)Nc1ccc2c(c1)C(=O)N([C@@H](C)CO)C[C@H](C)[C@@H](CN(C)Cc1ccc3c(c1)OCO3)O2
 : ., 3.3, -0.9, 8.2&-1.3
CCC(=O)NC[C@H]1[C@@H](c2ccccc2)[C@@H](CO)N1C(=O)C1CCC1
 : -7.1, 5.6, 3.1, -0.4
COc1cccc(C(=O)Nc2ccc3c(c2)C(=O)N(C)[C@H]2CC[C@H](CC(=O)NCC4CC4)O[C@@H]2CO3)c1
 : 4.5, -17.6, 3.8, -6.0
